High-throughput results (PubChem)
hcGAS lum: Primary biochemical luminescence assay for human cyclic GMP-AMP synthase inhibitors. 290,000 tested, 0.081% active. recombinant h-cGAS, ATP depletion, Kinase-Glo luminescence. Q8N884. AID 1259398, 2018. inhibition, % at 12.5 µM;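 further: 0% = vehicle reaction and 100% = reaction without DNA for no activity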
Target sequence (Q8N884 whole entry, looked up): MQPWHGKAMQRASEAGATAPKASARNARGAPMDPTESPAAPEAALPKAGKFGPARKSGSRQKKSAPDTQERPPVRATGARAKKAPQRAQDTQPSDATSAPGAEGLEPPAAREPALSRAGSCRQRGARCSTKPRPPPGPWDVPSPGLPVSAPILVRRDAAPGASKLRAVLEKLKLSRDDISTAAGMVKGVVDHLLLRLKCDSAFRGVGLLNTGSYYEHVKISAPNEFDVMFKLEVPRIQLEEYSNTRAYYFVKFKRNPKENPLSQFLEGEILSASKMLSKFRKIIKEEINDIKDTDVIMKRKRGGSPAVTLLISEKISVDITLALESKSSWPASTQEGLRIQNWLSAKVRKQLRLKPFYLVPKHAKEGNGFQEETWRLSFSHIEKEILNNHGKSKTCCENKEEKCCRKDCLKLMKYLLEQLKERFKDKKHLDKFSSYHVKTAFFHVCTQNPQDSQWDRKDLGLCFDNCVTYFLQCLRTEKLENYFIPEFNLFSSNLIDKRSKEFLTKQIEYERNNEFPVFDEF
NPYLR7 ag: agonists of mosquito NPYLR7 receptor, primary screen, cell-based, Aedes aegypti, calcium fluorescence, mosquito biting behavior; Aedes aegypti neuropeptide Y-like receptor 7 (NPYLR7); HEK293T NPYLR7/Galpha15, GCaMP6s calcium fluorescence; activation, % at 10 µM; 270,000 tested, 0.15% active; AID 1259423, 2018; in the data active means activation above about 40%;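 further: 0% = vehicle and 100% = reference agonist at the receptor; some compounds past the cut are filed as inactive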
mcGAS inh: cyclic GMP-AMP synthase inhibitors, mouse, primary biochemical chemiluminescence; inhibition, % at 12.5 µM; Q8C6L5; recombinant cGAS, Kinase-Glo ATP depletion luminescence; AID 1259399, 2018; 160,000 tested, 0.15% active;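 further: 0% = negative control wells and 100% = reference inhibitor with no enzyme activity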
* = called active by the depositor; . = no result given; & = joins results of further samples. Unless noted, no stated cut-off is given here; in the data, active means inhibition above about 40%; inactive means the rest. Random draw from the library; 0.26% or so of the library scored in one or more.

SMILES	hcGAS lum	NPYLR7 ag	mcGAS inh
CN1C[C@@H](N)C[C@H]1C(=O)NCc1cccc(-n2cccn2)c1	1	-4	-9
Cc1nc2n(n1)C(=O)C(C(c1ccc(Cl)cc1)N1CCC(O)CC1)S2 (centres undefined)	-8	-3	.
CCCn1c(=S)[nH]c2cc(OC)c(OC)cc2c1=O	-18	17	-3
O=c1[nH]c(=O)c2ccc(C(F)(F)F)nc2[nH]1	-6	-1	.
CCc1ccccc1NC(=O)N(CC(=O)N(Cc1ccc(F)cc1)Cc1sccc1C)C1CC1	0	-12	3
Cc1cc(N2CCCC(Cn3ccnc3)C2)nc(N(C)C)n1 (centres undefined)	-2	7	.
CSc1nc2c(c(-c3ccc(O)cc3)c1C#N)CCCC2	-4&3	-2&8	-4&1
COc1ccc(C(C)=O)cc1CN1C(=O)C(C)ON=C1c1ccc2[nH]ccc2c1 (centres undefined)	-9	10	.
Cc1n[nH]c(C)c1NC(=O)Cc1ccc(Br)s1	-7	-1	.
COc1ccc(Nc2nc3cc(-c4ccccc4C)sc3c(=O)n2C)cc1OC	-8	9	.
COc1cccc(C(=O)Oc2ccc(-c3nc4ccc(Br)cn4c3NC(C)(C)CC(C)(C)C)cc2OC)c1	-4&-4	6	-7&-5
CN(Cc1cnn(-c2ccc(F)cc2)c1)Cc1nc(-c2ccc3c(c2)OCO3)no1	1	5	.
CC(C)N(Cc1nnc(-c2ccccc2)o1)S(=O)(=O)c1cccc(Cl)c1Cl	-6	2	.
COc1ccc(C(=O)NCc2ccc(F)cc2)cc1Oc1nc(Cc2ccccc2)ns1	2	.	-3
c1ccc(COC2CCN(CCOc3ccccc3)CC2)cc1	-15	0	.
CC(NC(=O)c1coc(CN(Cc2ccc(Cl)cc2Cl)C(C)C)n1)c1ccccc1 (centres undefined)	2	-15	0
O=C(c1ccccc1F)N1CCSC1c1ccccc1OCc1ccccc1 (centres undefined)	-8	21	-3
Cc1csc(=O)n1CCC(=O)N1CCSC2(CCCCC2)C1	-8	0	.
Cc1[nH]n(-c2ccccc2)c(=O)c1N=Nc1cccc(Cl)c1C	-1	-1	-8
Cc1nn(-c2ccc(F)cc2)c(C)c1Cn1ccnc1C(C)C	-5	-1	.
COc1cc(C(=O)Nc2c(C)nc3c(C)cccn3c2=O)cc(OC)c1OC	-15	4	.
O=C(NCCNc1ccc(Nc2ccncc2)nn1)Nc1ccccc1F	-5	9	.
CCOC(=O)c1cnc(N2CCN(CC)CC2)[nH]c1=O	-6	1	.
CC(=O)c1c(-c2ccccc2)c2cc([N+](=O)[O-])ccc2[nH]c1=O	-3	-3	-9
CCN(C(C)=O)C1CCN(C(=O)c2cnnn2-c2ccccc2)C1 (centres undefined)	-9	20	.
Cc1cc(N2C(=O)C3CC=CCC3C2=O)n[nH]1 (centres undefined)	-2	12	-2
O=C1CN(Cc2nc(-c3ccco3)no2)CCN1Cc1ccc2c(c1)OCO2	-6	-5	-12
Cc1ccccc1C1=NOC(CN(Cc2ccccc2)CC(O)COc2ccccc2)C1 (centres undefined)	-1	-2	-3
CC(C)Cc1cn(C2CCN(C3CCN(c4ccccc4)CC3)CC2)nn1	-4	0	-9
O=C(Nc1cccs1)N(CCO)CCOCC(F)(F)F	-11	11	.
CC(C)c1noc(C(C)NC2CCN(C(=O)c3ccccc3)CC2)n1 (centres undefined)	6	-2	.
COc1cc(Cl)ccc1C(=O)N1CCC2(CCCO2)CC1	-3	.	-11
CN(Cc1cccc(-n2cccn2)c1)Cc1nc(Cc2cccc(C(F)(F)F)c2)no1	-1	9	-8
N#CC1(c2ccccc2)CCN(C(=O)C2CCCCC2C(=O)NCCc2cccc(F)c2)CC1 (centres undefined)	2	-20	.
CCONC(=O)c1cn(C)nc1-c1coc2ccccc12	5	5	0
CCCCN(CC(=O)Nc1cc(-c2ccccc2)nn1-c1ccc(C)cc1C)C(=O)Nc1ccccc1OCC	-3	-1	-3
O=c1c2ccc(Cl)cc2nc(-c2ccc(Cl)c(F)c2)n1Cc1ccccc1	-1	31	-6
CN(C(=O)OCc1ccccc1)C(CC(N)=O)C(=O)O (centres undefined)	-5	3	.
CCCc1nc(N2CCCN(S(=O)(=O)c3ccc([N+](=O)[O-])cc3[N+](=O)[O-])CC2)c2c(C)nn(-c3ccccc3)c2n1	-6	13	-5
O=C(CCc1ccncc1)N1CCOC(c2ccc(Cl)c(Cl)c2)C1 (centres undefined)	-9	-2	-12
COc1ccc(-n2ccc(CNC(=O)N3CCCCCCC3)n2)cc1	1&-9	-26&10	.
COc1cc(/C=C/C(=O)N2CCC(C(N)=O)C2)cc2c1OCCO2 (centres undefined)	0	4	-2
COc1ccc(N2CCN(c3cc(C(=O)NCc4cccc(Cl)c4)c4ccccc4n3)CC2)cc1	-6	18	-7
CCCCCC(=O)N1CCC2(CC1)SCCN2C(=O)c1cccs1	-7	-7	-4
COc1ccc(-n2nc(C(=O)N(C)C3CCCCC3)c(=O)n(Cc3cccc(F)c3)c2=O)cc1	3	2	-1
O=C(NC(CN1CCCC1)c1ccccc1)c1cn[nH]n1 (centres undefined)	-6	1	-12
O=S(=O)(NC1CCc2cc(F)ccc21)c1ccc2c(c1)CCC2 (centres undefined)	-4	3	.
Cc1nn(C)c(C)c1CC(=O)N(C)Cc1ccccc1O	-20	1	.
COc1ccc(-c2onc(C)c2C(=O)NCCCN(C)C)cc1	-5	17	-5
CCOC(=O)c1ccc(NS(=O)C23CC4CC(CC(C4)C2)C3)cc1 (centres undefined)	-4	-1	-4
COCC(=O)N1CCC(Oc2ccccc2C(=O)NCCc2ncccc2C)CC1	-10	3	.
COc1ccc2nc(-c3ccc(C)c(NC(=O)C(C)(C)C)c3)cn2n1	-7	-12	-10
CC(C)C(C)N(Cc1cccc(C(F)(F)F)c1)Cc1nc(C(=O)NCCN(C)C)co1 (centres undefined)	-2	23	-6
O=C(CCCCSc1nnc(Cc2ccccc2)n1-c1ccc(Cl)c(Cl)c1)N1CCN(c2ccccc2F)CC1	-11	-2	-6
CC(=O)NC(C)C(=O)N(C(C)C)C1CC1 (centres undefined)	-8	9	.
O=C(NCCC(=O)N1CCC(C(=O)N2CCCCC2)CC1)Nc1ccc(I)cc1	1	0	-3
COc1cc(OC)cc(C(=O)N2CCSC23CCN(C(=O)Cc2ccccc2)CC3)c1	-6	-4	-5
Cn1cc(C(=O)O)c2nn(-c3ccccc3)c(=O)c-2c1	-6	-6	.
O=C(NC1(C(F)(F)F)NC(=O)N(Cc2ccccc2)C1=O)c1ccccc1 (centres undefined)	-8	10	.
CCN1C(c2cccs2)=CS/C1=C(\C#N)c1nnc2n1CCCCC2	-5	-5	.
Carrying on:
SMILES	hcGAS lum	NPYLR7 ag	mcGAS inh
C=CCn1c(N2CCCCC2)nc2c1c(=O)n(C)c(=O)n2C	-6	.	-9
O=C(NCCOc1ccccc1)c1cc2n(n1)CCN(Cc1c(Cl)cccc1Cl)C2=O	-3	15	-5
CCCC1CCC(c2ccc(-c3nc(-c4ccncc4)no3)cc2)CC1 (centres undefined)	-2	-14	-4
FC(F)(F)c1ccc(Cl)c(NC(=S)NN=C2CCSC2)c1	-4	8	-2
N[C@@H]1CC[C@@H](NC(=O)c2ncccc2O)C1	-1	9	.
COCCN(CC1CCN(Cc2ccccc2OC)CC1)C(=O)CSC	-6	5	.
Cc1c(NCc2cccnc2)cccc1C(=O)NCCN1CCCC(O)C1 (centres undefined)	-5	5	.
COc1ccc(CC(=O)N(CC(=O)N2c3ccccc3-n3cccc3C2c2ccccc2)C(C)C)cc1 (centres undefined)	-7	1	-6
CC(C)c1nc(C2CC(=O)Nc3ccc(F)cc32)n(-c2ccccn2)n1 (centres undefined)	-1	2	.
Cc1ccc(CCC(=O)N(C)Cc2cnn(C(C)C)c2)cc1C	-7	5	.
Cc1nc(N2c3ccccc3CC2C)nc2c1C(=O)CC(C)C2 (centres undefined)	6	2	-2
COc1ccc(-c2nnc(SCC(=O)N/N=C\c3ccc(C)o3)n2-c2ccccc2)cc1OC	-2	-3	-3
Cc1ccc(NC(=O)Cn2c(-c3nnc(C)o3)cc3ccccc32)c(C)c1	-8	12	-6
COc1ccc(NC(C(=O)N2CCCCC2)c2ccccc2)cn1 (centres undefined)	-18	6	.
Cc1ccc(C2SCCN2C(=O)Nc2ccc(Cl)cc2)c(C)c1 (centres undefined)	3	-2	-1
Cc1nnsc1C(=O)OCc1cc(-c2ccc3c(c2)CC(C)O3)on1 (centres undefined)	-6	1	.
CCOC(=O)CCC(=O)Nc1cccc(C2SCC(=O)N2c2ccc(OC)cc2)c1 (centres undefined)	-5	14	-6
CC(=O)N(C[C@H]1O[C@@H](CC(=O)NC(C)C)[C@H](O)[C@@H]1O)C[C@H]1O[C@@H](CC(=O)NC(C)C)[C@H](O)[C@@H]1O	-1	-11	-3
CC(C)[C@@H]1CC[C@@H](C)C[C@H]1OC(=O)c1ccccc1	-5	-2	.
COc1ccc(Oc2cc(Cl)nc(N)n2)cc1	-11	-2	-4
C#CCN(CC=C)C(=O)C1CCC(=O)N(CC2CCCCC2)C1 (centres undefined)	-8	3	.
CN(C)S(=O)(=O)c1cc(NC(=S)NC(=O)c2ccco2)ccc1Cl	-8	-4	-5
Cc1cc(C)n(Cc2c(Cl)cccc2Cl)c(=O)n1	-4	-6	-6
COc1cccc(C(C2Sc3nc(-c4ccco4)nn3C2=O)N2CCOCC2)c1 (centres undefined)	-5	0	-8
O=C(ON=C1CCCC1)c1ccc(Br)cc1	-3	2	.
COc1ccccc1NS(=O)(=O)c1ccc2c(c1)CCN2C(C)=O	-5	-3	.
C1=CC2CC1CC2CN1CCN(Cc2ccc3c(c2)OCO3)CC1 (centres undefined)	1	1	.
Cn1nc(C(C)(C)C)cc1C(=O)N[C@@H](Cc1cccc(Cl)c1)C(=O)NCC#N	-9	3	-11
CCc1ccccc1NC(=O)CN(C)C(=O)c1cc(C)sc1C	-6	2	.
O=C1NC2(CCN(Cc3ccoc3)CC2)Nc2cccc(F)c21	-8	-2	-4
O=C(CCc1ccncc1)N(Cc1ccco1)c1ccccc1	-7	14	-15
O=S(=O)(c1cccc(Cl)c1Cl)N1CCCC1c1ccc2c(c1)OCCCO2 (centres undefined)	-4	5	.
NCc1ccc(-c2ccccc2CO)cc1	-2	0	-1
CCN(CC)c1ccc(C2C(C(=O)OC)=C(C)N=C3SCC(=O)N32)cc1 (centres undefined)	-7	6	-8
O=C(CN1C(=O)CSC1=O)N1CCCCC1	-8	2	.
CCCCNC(=O)C1(C)CCCCN1C(=O)c1ccc(C)c(F)c1 (centres undefined)	-13	3	-7
O=C(c1ccco1)N1CCC(Nc2ncnc3[nH]ncc23)CC1	-8	6	.
COc1ccc(CCC(=O)N2CCN(c3ccccn3)CC2)cc1OC	-9	7	.
COc1cccc(Cn2ccnc2CN(C(=O)c2cccs2)C2CC2)c1	-4	5	-4
CCOC(=O)c1cc(-c2ccccc2)sc1NC(=O)c1cccc(OC(C)=O)c1C	-8	5	-6
NC(=O)C1CCN(C(=O)c2cc3c(s2)-c2ccccc2CC3)CC1	2	5	-3
O[C@@H]1CN(c2ncnc3sccc23)CC[C@H]1c1ccc2c(c1)OCO2	-5	1	.
COc1ccc(OC)c(CCN2CC(=O)N(c3ccccc3)C3CS(=O)(=O)CC32)c1 (centres undefined)	-9	4	.
CCNC(=O)C12CCC(C)(c3nc4cc(C)c(C)cc4nc31)C2(C)C (centres undefined)	-9	-2	.
CCc1c(C)sc2nc(SCc3nc4sc5c(c4c(=O)[nH]3)CCC5)n(C)c(=O)c12	-6	12	-4
COc1cccc(OCc2ccccc2)c1C(=O)N[C@@H]1C[C@@H]2C[C@H]([C@H]1C)C2(C)C	-2	-7	1
CC(C)Cc1nc(CCc2cnn(C)c2)n(-c2ccc(F)cc2)n1	-2	2	.
O=C(C1CCC1)N1CCCC(OCc2ccccc2Cl)C1 (centres undefined)	-4	-11	-4
CCCCn1c(N)c(N(Cc2ccco2)C(=O)c2ccc(F)c(F)c2)c(=O)[nH]c1=O	-11	13	-7

Molecules above that contain a thiophene ring, fused or not:
SMILES	hcGAS lum	NPYLR7 ag	mcGAS inh
CCc1ccccc1NC(=O)N(CC(=O)N(Cc1ccc(F)cc1)Cc1sccc1C)C1CC1	0	-12	3
Cc1n[nH]c(C)c1NC(=O)Cc1ccc(Br)s1	-7	-1	.
COc1ccc(Nc2nc3cc(-c4ccccc4C)sc3c(=O)n2C)cc1OC	-8	9	.
O=C(Nc1cccs1)N(CCO)CCOCC(F)(F)F	-11	11	.
CCCCCC(=O)N1CCC2(CC1)SCCN2C(=O)c1cccs1	-7	-7	-4
CCN1C(c2cccs2)=CS/C1=C(\C#N)c1nnc2n1CCCCC2	-5	-5	.
CCc1ccccc1NC(=O)CN(C)C(=O)c1cc(C)sc1C	-6	2	.
COc1cccc(Cn2ccnc2CN(C(=O)c2cccs2)C2CC2)c1	-4	5	-4
CCOC(=O)c1cc(-c2ccccc2)sc1NC(=O)c1cccc(OC(C)=O)c1C	-8	5	-6
NC(=O)C1CCN(C(=O)c2cc3c(s2)-c2ccccc2CC3)CC1	2	5	-3
O[C@@H]1CN(c2ncnc3sccc23)CC[C@H]1c1ccc2c(c1)OCO2	-5	1	.
CCc1c(C)sc2nc(SCc3nc4sc5c(c4c(=O)[nH]3)CCC5)n(C)c(=O)c12	-6	12	-4
